# Source: PubChem (National Center for Advancing Translational Sciences (NCATS))
# TGFb inhibitor = inhibitors of TGF-b signaling | HepG2 CAGA-GFP TGF-b/SMAD3 reporter, GFP fluorescence, 18 h; TGF-beta stimulated, 500 pg/mL final | Potency, µM (doses to about 46.1 µM), for inactives: at the top dose activity, negative = inhibition, most hits filed as inhibitors | actives 1.2% (n = 410,000) | AID 588855; also: potency is read from the fitted curve at half-maximal effect; % is scaled to controls: 0 for no effect and ±100 for the full control effect; nearly all actives have a fitted effect of over 65% in size
#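 HEPG2 CAGA-GFP cells (1000/well, DMEM with 1% FBS) were pre-incubated 2 h at 37 degrees C, given compound by pin tool, then stimulated with TGF-beta at 500 pg/mL final for 18 h before per-cell GFP fluorescence imaging.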
# A549 viability = kills or reduces viability of A549 cells in Nrf2 counter-screen | A549 ARE-Fluc cells, CellTiter-Fluor viability, 18-24 h | Potency, µM (top dose mostly 46 µM), for inactives: at the highest dose activity change, negative = cytotoxicity, actives largely listed as inhibitors | actives 0.16% (n = 390,000); also: potency is read from the fitted curve at half-maximal effect; % is scaled to controls: 0 for no effect and ±100 for the full control effect
#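 Cytotoxicity counterscreen: CellTiter-Fluor fluorescence was measured in A549 ARE_Fluc cells after 18-24 h of compound exposure in a concentration series. The subsequent BugLite luminescent read reports ARE-luciferase activity.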
# Nrf2 inh = inhibitors of Nrf2 signaling; A549 ARE-Fluc reporter, luciferase luminescence, 18-24 h; Potency, µM (top dose mostly 46 µM), without a hit: at the highest dose activity change, negative = inhibition, hits mostly inhibitors; actives 2.1% (n = 360,000); AID 504444; also: potency is read from the fitted curve at half-maximal effect; % is scaled to controls: 0 for no effect and ±100 for the full control effect; nearly all actives have a fitted effect of over 60% in size
#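 Nrf2 function is reported as luminescence of an ARE-controlled luciferase in A549 cells. Compounds were tested at several concentrations, and a CellTiter-Fluor read on the same wells flagged cytotoxicity.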
# ATXN viability = cell viability loss in ATXN counter-screen | actives 0.49% (n = 400,000) | Potency, µM (doses to about 56.7 µM), hits mostly cytotoxic | S2 cells (HEK-293 line with an ATXN2-luciferase reporter) viability, CellTiter-Fluor protease fluorescence, 24 h; also: potency is read from the fitted curve at half-maximal effect; nearly all actives have a fitted effect of over 40% in size
# CCT modulator = modulators of cytosolic chaperonin (CCT/TRiC) activity | actives 0.3% (n = 360,000) | activity change, % (concentration not given with the values), hits read low | purified chaperonin ATPase assay, HTRF ADP detection, 30 min | AID 651819; in the data active = activity change below about -30%; also: % is scaled to controls: 0 for no effect and ±100 for the full control effect
#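 Nucleotide hydrolysis assay: TRiC at 20–40 nM final (set by batch activity) with 10 uM ATP, 30 min at 37 °C, in presence of 76 uM compound. Detection by competitive ADP HTRF, 30 min ambient.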
# MmCpn inh = inhibitors of Methanococcus maripaludis chaperonin (MmCpn); purified Mm-Cpn ATPase, ADP Transcreener TR-FRET; actives 0.031% (n = 330,000); Potency, µM (highest dose often 76.9 µM), for inactives: at the top dose activity, negative = inhibition, usual class: inhibitors; also: potency is read from the fitted curve at half-maximal effect; % is scaled to controls: 0 for no effect and ±100 for the full control effect; nearly all actives have a fitted effect of over 80% in size
#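 ATPase read-out: TR-FRET ADP immunoassay (anti-ADP Eu cryptate vs ADP-d2), ex 320 nm, em 590/665 nm; signal drops as ADP forms. Enzyme 25 nM, ATP 10 uM, 30 min at 37°C after 10 min compound preincubation.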
# Nrf2 activator = activates Nrf2 signaling; AREc32 ARE-luciferase reporter (MCF7-derived line), luminescence, 24 h; Potency, µM (top dose mostly 46.1 µM), inactives show top-dose activation, most hits filed as activators; AID 624171; actives 0.31% (n = 410,000); also: potency is read from the fitted curve at half-maximal effect; % of control where 0% means no effect; nearly all actives have a fitted effect of over 65% in size
#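 For detection, Steady-Glo was added and plates sat 30 min at RT; before that, AREc32_Fluc cells grown overnight in OPTI-MEM/5% FBS had been treated with 23 nL compound for 24 hr at 37 deg C.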
# Akt phos inh = Akt phosphorylation inhibition. Neuro2A IGF-stimulated pAkt S473 HTRF, 20 min; stronger effect = lower value. activity change, % for hits at 50 µM. actives 0.32% (n = 360,000). AID 651550; in the data active = activity change below about -80%; inconclusive = mostly about -51% to -80%; also: % is scaled to controls: 0 for no effect and ±100 for the full control effect
#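 Neuro2A cells in DMEM with 0.5% FBS, overnight at 37 deg C, given compound at single 50 µM final, then IGF (6 nM final) for 20 min at 37 deg C. Lysed; phospho-Akt Ser473 by HTRF after 24 h, 665/615 ratio.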
# HepG2 tox = kills HepG2 cells in TGF-b inhibitor counter-screen; HepG2 CAGA-GFP viability, ATP luminescence, 18 h; Potency, µM (series often up to 46.1 µM), without a hit: at the highest dose activity change, negative = cytotoxicity, usual class: cytotoxic; actives 0.76% (n = 410,000); also: potency is read from the fitted curve at half-maximal effect; some results filed as inactive show a strong effect at the top dose
#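 HepG2 CAGA-GFP cells (1000/well, DMEM with 1% FBS) received compound, then TGF-beta at 500 pg/mL final, and were incubated 18 hours at 37 degrees C. Viability was read by CellTiter-Glo luminescence. Media-only wells were set as complete cell-killing and DMSO as no toxicity.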
# Numbers without * were called inactive; i = inactive; ? = inconclusive; . = no result given. Unless noted, calls follow the shape of the dose curve; as a rule, active = well fitted curve in the direction sought with a large enough effect; inconclusive = small, poorly fitted or top-dose-only effect, or another doubt; inactive = no such curve, though single readings can be large; an effect the other way counts as inactive or inconclusive.
SMILES,TGFb inhibitor,A549 viability,Nrf2 inh,ATXN viability,CCT modulator,MmCpn inh,Nrf2 activator,Akt phos inh,HepG2 tox
S=C1N(c2ccccc2)C(c2ccc(Cl)cc2)N2CCCN12 (stereo not drawn),-9%,-3%,-17%,i,-1.8,-1%,-0.7%,i,-15%
CC(C)=CC(=O)OCC(=O)NC1CCCc2ccccc21 (stereo not drawn),11%,4%,-14%,i,-2.8,0%,-0.7%,i,5%
CCC(C)NC(=O)c1cn(CC)c2ccc(S(=O)(=O)N(C)C)cc2c1=O (stereo not drawn),5%,-1%,-5%,i,0.3,-5%,-1.3%,i,-15%
CN(C)C(=O)c1cccc(-c2cnc3c(NC=O)cc(-c4cccc(F)c4)cn23)c1,-24%,.,.,i,-0.8,.,10%,i,-18%
Cc1cc(=O)[nH]c(SCC2(O)C3CC4CC(C3)CC2C4)n1 (stereo not drawn),5%,-3%,0%,i,-0.1,3%,-0.6%,i,-48%
CN(Cc1cccs1)C(=O)CCc1ccc(S(=O)(=O)N2CCOCC2)cc1,0%,7%,-13%,i,-0.5,-1%,-0.5%,i,-6%
CCCCn1c(N)c(N(CCOC)C(=O)Cn2c(=O)oc3ccccc32)c(=O)[nH]c1=O,-3%,1%,2%,i,-1.8,1%,-0.1%,i,-3%
COc1ccc2nc(CC(C)(C)CC(=O)O)c[n+]([O-])c2c1,1%,-6%,0%,i,-0.2,-1%,-0.7%,i,-1%
COc1ccccc1-c1ccc(SCc2ccc([N+](=O)[O-])cc2)nn1,-29%,-12%,-6%,i,0.7,0%,0.0%,i,-16%
CCOC(=O)c1ccc(NC(=O)c2ccc(-c3cccc(Cl)c3C)o2)cc1,?,-1%,-14%,?,.,.,-0.5%,.,-12%
CCN(CC)C(=O)CSc1nc2ccccc2c(=O)[nH]1,5%,1%,-17%,i,-0.2,0%,2.0%,i,-1%
C/C(=N/NS(=O)(=O)c1ccccc1)c1ccc(Cl)cc1,0%,5%,?,i,1.1,0%,6.8%,i,0%
COc1ccc(C)cc1NC(=O)Nc1cccc(C)c1,2%,-1%,1%,i,-1.1,0%,-0.5%,i,-1%
CCN1C(=O)[C@H]2[C@@H](c3ccccc3)N[C@]3(CCCN(Cc4ccccc4)C3=O)[C@H]2C1=O,14%,.,.,i,-1.4,.,-0.9%,i,-7%
CC(C)(C)c1ccc(C(=O)NCC(=O)OCC(=O)N2CCCC2)cc1,25%,1%,1%,i,0.3,1%,-0.1%,i,11%
CCCCCn1c(NCc2ccco2)nc2ccccc21,-13%,-2%,0%,?,-0.4,2%,9.2%,i,15%
Cc1cc(C)nc(NS(=O)(=O)c2ccc(NC(=O)COc3ccc(Cl)cc3C)cc2)n1,-8%,1%,?,i,.,.,3.0%,.,-14%
Clc1ccc(-c2csc(N/N=C\c3cccnc3)n2)cc1,?,-1%,-7%,i,1.4,0%,2.4%,i,-35%
O=C(Nc1ccccc1O)c1ccc([N+](=O)[O-])cc1,-3%,0%,13%,?,1.6,-1%,?,i,-11%
Cc1ccn2c(=O)c(NC(=O)c3cccc([N+](=O)[O-])c3C)c(C)nc2c1,27%,-21%,.,.,.,.,0.0%,.,15%
Cc1cccc(COC(=O)C(Cc2ccccc2)NC(N)=O)c1 (stereo not drawn),-20%,-6%,-14%,i,0.9,-19%,-0.1%,i,5%
CC(=O)N1c2ccc(S(=O)(=O)N3CCC(C(=O)NC4CCCC(C)C4C)CC3)cc2CC1C (stereo not drawn),-19%,-5%,?,?,-2.5,0%,-0.4%,i,-11%
COc1ccc(Cl)cc1NC(=O)CSc1nc(N2CCCCC2)nc(N2CCCCC2)n1,?,-1%,.,i,-2.7,1%,0.1%,i,14%
Cc1cc(C(=O)NCC2CCCCC2)ccc1[N+](=O)[O-],-15%,0%,?,i,-0.4,2%,2.9%,i,-16%
CC(C)(C)OC(=O)NCCCCCNC(=O)c1nc[nH]c1C(=O)NCCCCCNC(=O)OC(C)(C)C,?,-27%,13µM*,25µM*,0.4,2%,-3.7%,i,-52%

# Part of the list above, reduced to HepG2 tox, CCT modulator and Akt phos inh.
SMILES,HepG2 tox,CCT modulator,Akt phos inh
CCCCCn1c(NCc2ccco2)nc2ccccc21,15%,-0.4,i
Cc1cc(C)nc(NS(=O)(=O)c2ccc(NC(=O)COc3ccc(Cl)cc3C)cc2)n1,-14%,.,.

# Rewritten with two lines to a compound: part of the list above.
# Every second line gives: TGFb inhibitor | A549 viability | Nrf2 inh | ATXN viability | CCT modulator | MmCpn inh | Nrf2 activator | Akt phos inh | HepG2 tox
- CC(=O)N1c2ccc(S(=O)(=O)N3CCC(C(=O)NC4CCCC(C)C4C)CC3)cc2CC1C (stereo not drawn)
  -19% | -5% | ? | ? | -2.5 | 0% | -0.4% | i | -11%
- COc1ccc(Cl)cc1NC(=O)CSc1nc(N2CCCCC2)nc(N2CCCCC2)n1
  ? | -1% | . | i | -2.7 | 1% | 0.1% | i | 14%
- Cc1cc(C(=O)NCC2CCCCC2)ccc1[N+](=O)[O-]
  -15% | 0% | ? | i | -0.4 | 2% | 2.9% | i | -16%

# Carrying on:
SMILES,TGFb inhibitor,A549 viability,Nrf2 inh,ATXN viability,CCT modulator,MmCpn inh,Nrf2 activator,Akt phos inh,HepG2 tox
O=C(CN(C(=O)CNC(=O)c1cccs1)c1cccc(F)c1)NC1CCCC1,4%,1%,-7%,i,2.9,5%,0.0%,i,3%
Cc1c(C(=O)Nc2ccc3oc(-c4cccnc4)nc3c2)oc2ccccc12,-9%,.,?,i,0.2,-2%,0.5%,i,-38%
Cc1ccc(NC(=O)C2CCN(c3ncnc4c3nc3n4CCCCC3)CC2)nc1,?,0%,?,i,-0.1,-1%,13%,i,-6%
CCC1CCCCN1C(=O)c1ccc(OC2CCN(C(=O)C3CC3)CC2)cc1 (stereo not drawn),-15%,1%,-4%,i,-0.5,0%,0.3%,i,-1%
COc1ccc(N2CCN(S(=O)(=O)c3c(C)[nH]c(=O)[nH]c3=O)CC2)cc1,12%,-1%,.,i,.,.,0.4%,.,7%
N#Cc1ccccc1OCC(=O)NC(N)=O,-7%,-7%,-4%,i,-3.8,0%,0.5%,-111%*,-25%
CN1C(=O)NC(c2ccc(O)cc2)C2=C1CN(c1cccc3ccccc13)C2=O (stereo not drawn),5%,1%,6%,?,-1.3,2%,2.0%,i,2%
CCOc1ccc2nc(N3C(=O)CNC3=S)sc2c1,?,-12%,?,.,-0.7,-2%,23%,i,-1%
COc1cc2[nH]c(C(=O)NCC3CCCO3)cc2c(OC)c1OC (stereo not drawn),0%,4%,6%,i,-0.5,-3%,-0.9%,i,-1%
CN(C)CCNc1ncnc2c1sc1nc(-c3ccccc3)c3c(c12)CCCC3,?,-1%,-15%,.,0.4,0%,-3.0%,i,14µM*
Cc1ccc(C(c2sc3nc(-c4ccco4)nn3c2O)N2CCC3(CC2)OCCO3)cc1 (stereo not drawn),-1%,-11%,.,i,.,.,0.4%,.,-3%
COc1ccccc1C(=O)NNC(=O)CN(C)S(=O)(=O)c1ccc(Cl)cc1,2%,.,.,?,-1.0,.,0.4%,i,2%
COc1cccc(CN2CC(C(=O)N(C)CCc3ccccc3)CCC2=O)c1 (stereo not drawn),-12%,0%,-25%,i,-1.5,0%,0.1%,i,1%
Cc1ccc(NC(=O)CSc2nc(-c3ccco3)nc3cc(=O)[nH]n23)cc1,-5%,-9%,18%,i,.,.,3.6%,.,-1%
O=S(=O)(CC(O)CS(=O)(=O)c1ccc(Cl)cc1)c1ccccc1 (stereo not drawn),-16%,1%,3%,i,1.7,3%,-0.8%,i,-44%
CCN(CC)CCNC(=O)c1sc2ncn(CC(=O)Nc3ccc(C)c(Cl)c3)c(=O)c2c1C,?,-23%,11%,i,-1.4,1%,9.8%,i,-167%
CN1CCN(CCC=C2c3ccccc3Sc3ccc(S(=O)(=O)N(C)C)cc32)CC1,8%,-15%,-11%,i,-4.0,-3%,0.5%,i,1%
Cc1c(Cl)cccc1NC(=O)c1nc(C)n(-c2cc(OC(C)C)c(Cl)cc2Cl)n1,-7%,-13%,?,.,-1.0,-1%,-0.4%,.,-17%
CCCN(CCC)C(=O)CCSCCC(=O)N(CCC)CCC,-7%,3%,-9%,i,-1.3,1%,0.0%,i,1%
O=S(=O)(c1ccc(Cl)cc1)N1CCCC1c1nc(-c2cccc(Cl)c2)no1 (stereo not drawn),-10%,0%,-6%,i,-1.0,0%,0.4%,i,-2%
O=C1CNC(=S)N1CCc1ccc(Cl)cc1,10%,-2%,-22%,i,-0.3,?,-0.3%,i,-4%
Oc1ccc[n+](/C=C\c2ccccc2)c1,?,-2%,?,i,2.2,-4%,9.0%,i,1%
COC(=O)c1cc(C(=O)OCC(=O)NNC(=O)c2cccs2)cc([N+](=O)[O-])c1,-1%,-10%,-20%,i,-0.1,-10%,-0.1%,i,-4%
COc1ccccc1NS(=O)(=O)c1cc(NC(=O)COc2ccccc2)ccc1N1CCOCC1,-12%,6%,-2%,i,0.1,-6%,0.4%,i,3%
COc1ccc(-c2nc(S(=O)(=O)c3ccccc3)c(N3CCC(C)CC3)o2)cc1,?,-4%,1%,i,.,.,5.0%,.,3%
Clc1ccccc1CNc1nc2ccccc2c2nc(-c3ccccc3)nn12,?,13%,7%,i,.,.,4.6%,.,-27%
CC(=O)c1cccc(NC(=O)COC(=O)c2ccccn2)c1,1%,?,14%,i,1.2,1%,2.2%,i,6%
CCC(c1nnnn1-c1ccc2c(c1)OCCO2)N1CCN(c2ccccc2)CC1 (stereo not drawn),.,.,.,i,1.7,.,-0.9%,i,.
O=C(CCCN1C(=O)/C(=C/c2ccccc2)SC1=S)Nc1ccc(C(=O)O)c(O)c1,2%,-6%,-1%,i,-0.7,1%,-0.5%,i,6%
COc1ccc(Cn2c(=O)n(Cc3ccco3)c(=N)c3c4c(sc32)COC(C)(C)C4)cc1,3%,?,?,i,-3.8,?,5.1%,i,0%

# Outcome played no part in choosing rows; overall some 4.4% were active at least once.
